GPR55 antagonists: GPR55 antagonists blocking LPI-driven arrestin recruitment, primary screen, imaging, U2OS, beta-arrestin-GFP, LPI agonist (AID 2013); U2OS GPR55 beta-arrestin-GFP translocation imaging, LPI antagonism; higher % means a stronger effect; inhibition, % at 10 µM, or IC50 in µM where a hit was titrated; hit rate 0.13% among 290,000;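 active = spots per cell inhibited over 60%, with over 100 cells counted and total cytoplasm intensity under 500,000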;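 note: U2OS cells stably carrying GPR55 and arrestin-GFP stimulated by 5 µM LPI near EC80; imaged beta-arrestin-GFP aggregate spots per cell after agonist stimulation; plate controls were LPI-stimulated DMSO wells for no effect and DMSO wells without LPI for full effect; some results filed as inactive read as strong as hits; confirmed hits need IC50 under 10 µM and bright autofluorescent wells are also inconclusive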
KOR beta-arrestin-1: kappa opioid receptor activators – cell-based, luminescence, uHTS, primary screen (AID 1777); KOR beta-arrestin recruitment, luminescence; higher % means a stronger effect; one-dose activation, % at 10 µM; EC50 in µM for titrated hits; hit rate 0.02% among 280,000; in the data active = activation above about 50%, passing the limit was not always enough; note: a part of the inactive calls stands beside numbers as strong as those of hits
GPR35 arrestin U2OS: GPR35 antagonists blocking zaprinast-driven arrestin recruitment, primary screen, imaging, U2OS, beta-arrestin-GFP, zaprinast agonist (AID 2058); inhibition, % at 10 µM, or IC50 in µM where a hit was titrated; hit rate 0.052% among 290,000; U2OS GPR35 beta-arrestin-GFP translocation imaging, zaprinast antagonism; higher % means a stronger effect;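 active = inhibition of at least 50% with at least 30 cells and total cytoplasm GFP at most 10,000,000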
T cell HTS: modulates CD8 T cell binding to vesicles; 2C CD8+ T cell-vesicle binding, flow cytometry; hits give low values; calls only at 7 µM; hit rate 0.068% among 330,000;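 active = response, share of CD8 T cells binding vesicles, and their 90th percentile fluorescence all below set limits, cut at about 80% in these data, passing the limit was not always enough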
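Incubation: binding step 1.5 h, 37 °C, antibody labelling 20 min, ice; system: murine 2C transgenic CD8+ T lymphocytes; technique: cytometric PE anti-B7-1 and Alexa647 anti-CD8 signals after 1% paraformaldehyde fixation; also added: QL9-charged Drosophila Ld/ICAM-1/B7-1 vesicles; control set: naked versus QL9-loaded vesicles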
West Nile virus CPE: inhibition of WNV-induced cytopathic effect – cell-based, CPE readout (AID 1621); West Nile virus-infected cells, CPE inhibition; higher % means a stronger effect; one-dose CPE inhibition, % at 10 µM; IC50 in µM for titrated hits; hit rate 0.02% among 290,000; in the data active = a potency from the dose series; note: strong numbers were not always called active
NTR1 ag: NTR1-driven beta-arrestin-GFP spot formation – imaging, U2OS cells, high content, primary screen (AID 493036) | agonist mode | activation, % at 20 µM | hit rate 0.17% among 330,000;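 active = activation at or above 40% of the spot to cytoplasm intensity ratio, with at least 20 cells analyzed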;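 note: 0% = DMSO without peptide and 100% = 100 nM NTR1 peptide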
Target sequence (P30989 whole entry, looked up): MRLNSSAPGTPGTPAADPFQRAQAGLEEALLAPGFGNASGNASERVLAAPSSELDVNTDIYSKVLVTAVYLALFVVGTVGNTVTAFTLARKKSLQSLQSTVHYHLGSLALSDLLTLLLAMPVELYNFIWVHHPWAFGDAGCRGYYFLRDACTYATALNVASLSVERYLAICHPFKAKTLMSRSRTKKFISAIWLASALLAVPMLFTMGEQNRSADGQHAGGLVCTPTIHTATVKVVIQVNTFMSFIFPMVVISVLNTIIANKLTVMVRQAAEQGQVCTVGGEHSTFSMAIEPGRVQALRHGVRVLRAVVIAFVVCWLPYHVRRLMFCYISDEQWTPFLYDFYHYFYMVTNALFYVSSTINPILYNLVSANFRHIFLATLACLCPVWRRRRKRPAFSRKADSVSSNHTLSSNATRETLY
GPR55 activation: selective activators of receptor GPR55 – imaging, U2OS cells, beta-arrestin-GFP redistribution, primary screen (AID 1961); U2OS GPR55 beta-arrestin-GFP redistribution imaging; higher % means a stronger effect; activation, % at 10 µM, or EC50 in µM where a hit was titrated; hit rate 0.048% among 290,000;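 active = activation above 40% with more than 50 cells counted in the well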;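 note: U2OS osteosarcoma cells stably expressing GPR55 and beta-arrestin-GFP; plate controls were DMSO negative control for no effect and LPI positive control for full effect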
Salmonella PhoP GFP: PhoP-dependent GFP reporter repression – Salmonella Typhimurium, primary screen (AID 1863) | S. Typhimurium PhoP-regulated promoter GFP reporter, 4 h; higher % means a stronger effect | hit rate 0.16% among 300,000 | inhibition, % at 50 µM, or IC50 in µM where a hit was titrated;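 active = inhibition over 29.93%, a cutoff 3 SD above the screen mean, later confirmed by dose response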;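 note: 0% = low Mg2+ inducing control and 100% = high Mg2+ repressing control; strong numbers were not always called active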
KOR beta-arrestin-2: KOR antagonists, beta-arrestin recruitment, cell-based, luminescence, uHTS (AID 1778); KOR beta-arrestin recruitment, luminescence, antagonist mode; higher % means a stronger effect; hit rate 0.091% among 290,000; inhibition, % at 10 µM; hits with a dose series show IC50 in µM; in the data active = inhibition above about 50%; note: strong numbers were not always called active
T cell HTS vesicle-bound %: also measured in T cell HTS; calls as there; double positive events, %; measured here: CD8+ vesicle-bound cell fraction;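 binding gate set so that unloaded-vesicle control wells show 10% double positive cells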
NTR1 ag cell count 20 µM: further read-out of NTR1 ag, marked with its call; cell count; measured here: cell count, cytotoxicity flag
* = called active by the depositor; i = inactive; · = no result given; [ ] = dose if it differs, or a comment. Not a hit list, and some 0.62% of all compounds hit somewhere here.

Below each SMILES – KOR beta-arrestin-2	T cell HTS	KOR beta-arrestin-1	West Nile virus CPE	GPR35 arrestin U2OS	GPR55 antagonists	T cell HTS vesicle-bound %	GPR55 activation	NTR1 ag cell count 20 µM	Salmonella PhoP GFP	NTR1 ag
> Cc1cc(C(=O)CSc2nn(-c3ccccc3)c(=S)s2)c(C)n1Cc1ccco1
 : 33%	i	-4.7%	-0.7%	-3%	-3%	33	-0.1%	81	-6%	3.1
> O=c1[nH]c(CN2CCN(C/C=C/c3ccccc3)CC2)nc2cc(Cl)ccc12
 : 13%	i	5.7%	-1.7%	6%	6%	13	0.0%	73	28%	1.2
> Cc1c(C(=O)N2CCOCC2)c(S(=O)(=O)Nc2cccc(F)c2)c(C)n1C
 : -21%	i	-5.9%	0.5%	3%	-14%	10	-0.3%	61	3%	1.1
> Cc1ccccc1Cn1cc(NC(=O)CCCn2nc([N+](=O)[O-])cc2C)cn1
 : 16%	i	-5.0%	-0.4%	-5%	14%	6	-0.2%	61	-3%	0.2
> CCSc1nnc(NC(=O)c2cc(C)on2)s1
 : 28%	i	-1.5%	0.9%	5%	1%	8	-0.2%	60	-23%	0.9
> Cc1ccc(C2/C(=C(\O)c3cnn(-c4ccccc4)c3C)C(=O)C(=O)N2CCN(C)C)o1 (stereo unspecified)
 : 19%	i	-3.7%	0.2%	11%	20%	22	-0.3%	59	-21%	0.2
> CCOc1ccc2nc(SCC(=O)NC3CCCCC3)[nH]c2c1
 : 0%	i	1.4%	-0.4%	-8%	-5%	26	-0.1%	55	-1%	-0.2
> COc1ccc(C(=O)NC(=S)Nc2cccnc2)cc1OC
 : -12%[20 µM]	i	-5.4%	1.9%	3%	7%	41	1.1%	29	-11%	-0.6
> Cc1ccc(-c2csc3nc[nH]c(=S)c23)cc1
 : 15%	i	-3.2%	-1.6%	31%	21%	41	-0.2%	39	-2%	2.7
> CCCc1c(C(=O)N/N=C/c2sccc2C)nnn1-c1nonc1N
 : 6%	i	2.4%	-0.1%	6%	3%	13	-0.2%	60	-1%	-0.3
> CC(CCc1ccccc1)NCC#N (stereo unspecified)
 : 16%	i	-0.1%	0.0%	1%	-5%	28	-0.1%	56	10%	-2.1
> OC1(c2ccccc2F)CCN(Cc2nnnn2Cc2ccc(F)cc2)CC1
 : -49%[20 µM]	i	·	-1.4%	7%	3%	56	0.2%	55	·	0.4
> CCC(=O)Nc1ccccc1C(=O)OC(c1ccccc1)c1ccccc1
 : 13%	i	8.8%	-0.5%	-2%	15%	29	0.0%	44	-3%	4.7
> CCOC(=O)N1CCN(C(=O)CSc2nnc(-c3ccccc3OC)o2)CC1
 : -22%	i	1.0%	0.0%	4%	5%	55	0.3%	43	-1%	-0.7
> Cc1c(C(=O)NCCNc2ncc(C(F)(F)F)cc2Cl)cccc1[N+](=O)[O-]
 : -2%	i	-3.5%	-0.3%	0%	-1%	22	-0.1%	58	-1%	1.2
> Cc1ccc(-n2c(=O)cc(N3CC(C)OC(C)C3)[nH]c2=O)cc1 (stereo unspecified)
 : -4%	i	-2.8%	0.1%	10%	-3%	28	-0.3%	66	1%	-0.5
> Cc1cc(=O)[nH]c(-c2ccccc2O)n1
 : 7%	i	7.0%	0.0%	-4%	-10%	51	-0.2%	85	-4%	-0.8
> CNc1ccc(OC(F)F)cc1C(=O)c1ccccc1
 : 17%	i	1.5%	0.4%	2%	0%	22	-0.2%	40	-9%	-0.4
> O=[N+]([O-])c1ccc(/C=N/n2c(-c3cccnc3)n[nH]c2=S)cc1
 : -29%	i	-4.4%	0.0%	-9%	-12%	37	-0.3%	51	-8%	1.5
> O=C(CNC(=O)c1ccc(Cl)cc1)NCCCn1ccnc1
 : 39%	i	-3.6%	1.0%	7%	5%	48	0.3%	82	13%	-0.9
> COc1cccc(CN2CC(C(=O)NCCOc3cccnc3)CCC2=O)c1 (stereo unspecified)
 : 2%	i	-2.6%	-0.3%	9%	-3%	13	0.2%	63	-2%	-1.1
> Cc1cc(NC(=O)CNCC(c2ccccc2)N(C)C)c([N+](=O)[O-])cc1C (stereo unspecified)
 : -9%	i	-4.2%	-0.8%	-2%	0%	44	-0.1%	86	5%	2.0
> O=C(Nc1cccc(Cl)c1)Nc1ccnc(-c2cccnc2)n1
 : -74%[20 µM]	i	3.7%	1.5%	-14%	-16%	58	-0.1%	91	5%	17
> Clc1ccc2nc(-c3ccccc3)nc(C(Cl)Cl)c2c1
 : -69%	·	·	0.2%	11%	7%	·	0.3%	·	-5%	·
> COc1ccc(NC(=O)N2c3ccccc3C(C)=CC2(C)C)cc1
 : 14%	i	2.2%	0.3%	-2%	2%	54	1.2%	26	5%	0.7
> COc1ccc(CNC(=O)[C@@H](NC(=O)C2CCN(C(=O)[C@@H](N)CCSC)CC2)C(C)C)cc1
 : 0%[20 µM]	i	-1.4%	-0.5%	-15%	4%	36	-0.1%	95	2%	-0.4
> CC(=O)N1CC(C)c2scc(C)[n+]2-c2ccccc21 (stereo unspecified)
 : -12%	i	4.2%	0.5%	4%	7%	47	0.1%	64	10%	0.8
> CCC(C(=O)OC)n1cnc2c(nnn2-c2ccc(F)cc2)c1=O (stereo unspecified)
 : -25%[20 µM]	i	-4.7%	0.1%	-13%	-6%	46	0.0%	89	·	3.9
> CCOc1ccc(CCNC(=O)c2cc3ccccn3n2)cc1OCC
 : 23%	i	-4.5%	-0.3%	-6%	8%	30	-0.1%	76	4%	0.4
> COc1ccccc1C(=O)OCC(=O)NC1CCCC1
 : 7%	i	-3.8%	1.4%	0%	8%	23	-0.1%	64	5%	-1.4
> O=C(c1cc(F)ccc1F)N1CCC(N2CCC(C(=O)N3CCCC3)CC2)CC1
 : 4%	i	-1.4%	0.2%	9%	-4%	43	0.6%	55	-5%	-0.6
> CC(=O)Nc1ccc(S(=O)(=O)NCc2ccncc2)cc1
 : -43%[20 µM]	i	·	-1.3%	9%	-2%	12	-0.1%	33	2%	1.2
> CC(C)CN(C(=O)c1ccc(=O)n(C)n1)c1nc2ccccc2s1
 : -16%	i	-0.8%	-0.4%	1%	-19%	18	-0.1%	95	12%	0.9
> CCOc1ccc(NC(=O)C2CCCN(S(=O)(=O)c3c(C)n[nH]c3C)C2)cc1 (stereo unspecified)
 : 16%	i	-0.9%	·	-15%	9%	29	0.7%	56	1%	3.1
> COc1ccc(S(=O)(=O)N2CCC(C(=O)NCCC3=CCCCC3)CC2)cc1OC
 : 7%	i	8.4%	-1.2%	17%	2%	49	0.2%	43	1%	1.2
> Cc1cccc2c1cnn2C(=O)CCC(=O)NC1CCCCC1
 : -30%[20 µM]	i	-1.4%	-0.4%	7%	7%	8	0.0%	48	·	-2.9
> CCCCNC(=O)c1c[nH]c2ccc(S(=O)(=O)N3CCOCC3)cc2c1=O
 : 28%	i	0.1%	0.0%	-5%	3%	52	0.1%	42	-13%	0.0
> CCCCS(=O)(=O)C1CCS(=O)(=O)C1 (stereo unspecified)
 : -34%	i	1.0%	0.1%	7%	-3%	57	-0.1%	57	1%	0.0
> CC(NS(=O)(=O)c1c(N)n(C)c(=O)n(C)c1=O)c1ccccc1 (stereo unspecified)
 : 3%	i	2.9%	0.5%	-9%	10%	21	0.0%	44	4%	-1.2
> COc1cc(OC)c(C(=O)OCN2C(=O)c3ccccc3C2=O)cc1OC
 : -30%	i	-1.5%	-0.1%	14%	6%	33	-0.2%	62	3%	0.8
> Cn1c(=O)c2ccccc2n(CC(=O)NC2CCCCC2)c1=O
 : 7%	i	-3.5%	0.9%	-8%	11%	36	0.2%	46	-9%	-1.3
> CC(C)(C)C(=O)Nc1nnc(SCC(=O)NC2CCCCC2)s1
 : 6%	i	-3.8%	-1.1%	22%	4%	38	-0.2%	37	3%	-1.5
> COc1ccc(CC(=O)OC(C)CN2CCOCC2)cc1 (stereo unspecified)
 : -23%[20 µM]	i	·	0.9%	22%	15%	57	0.0%	52	5%	0.3
> Cc1noc(C)c1S(=O)(=O)Nc1ccc(C(=O)NCCc2ccccc2)cc1
 : -15%	i	2.9%	0.5%	-1%	9%	36	0.3%	87	5%	-1.4
> O=c1c2c(-c3ccccc3)csc2ncn1/N=C/c1cccc([N+](=O)[O-])c1O
 : 13%	i	-2.9%	0.0%	11%	11%	33	0.5%	39	4%	-1.1
> Cc1ccc(C(C(=O)NCC2CCCO2)N(Cc2ccccc2)C(=O)c2ccc(-c3ccccc3)[nH]2)o1 (stereo unspecified)
 : 35%	i	7.4%	2.3%	-14%	17%	34	0.5%	77	0%	4.1
> COc1ccc(CC(=O)NCc2nnc(SCCOc3ccccc3)n2C)cc1
 : 13%	i	-2.0%	-0.3%	3%	-3%	46	0.3%	57	-1%	-1.7
> COc1ccc(CCNC(=O)C2CC2)cc1OC
 : -24%	i	-5.7%	0.2%	17%	-14%	10	0.9%	75	-5%	-0.1
> CCN(CC)C(=O)CSc1nnc(COc2ccccc2)n1N
 : 20%[20 µM]	i	·	1.2%	8%	2%	22	-0.1%	122	5%	-0.4
> OCCC1CN(Cc2cccc3nonc23)CCN1C1CCCCC1 (stereo unspecified)
 : 8%	i	-2.7%	-0.4%	7%	0%	61	0.4%	60	2%	2.8
> Cc1ccc(C(=O)C2CCN(CC(=O)Nc3ccc(N(C)C)cc3)CC2)cc1
 : 7%	i	8.6%	0.0%	6%	4%	22	0.2%	49	9%	-1.2
> COc1ccc(-c2nn(CCC#N)cc2/C=N/O)cc1OC
 : -1%	i	-1.7%	0.0%	8%	3%	20	-0.4%	46	-8%	1.2
> COCCCNc1nc2c(c(=O)n(Cc3ccc(F)cc3)c(=O)n2C)n1C
 : -3%	i	-4.7%	-0.6%	-7%	-5%	22	-0.1%	44	-1%	-0.8
> C#CCn1c(S(=O)(=O)Cc2ccc(F)cc2)nc(-c2ccccc2)c1-c1ccccc1
 : 23%	i	-4.5%	1.1%	0%	30%	1	0.0%	71	2%	6.1
> O=C(COc1ccc(S(=O)(=O)N2CCCC2)cc1Cl)NC1CCCC1
 : 0%	i	-2.0%	-0.9%	-11%	-1%	13	-0.1%	69	9%	-0.8
> CC(=O)c1c(C)c[nH]c1C
 : 2%	i	-0.6%	0.2%	14%	6%	34	-0.1%	51	-6%	-0.9

Source: PubChem BioAssay (several laboratories)
